# Screening results as filed in PubChem BioAssay.
# S1P2 ag – S1P2 receptor agonists, primary screen, cell-based | Sphingosine 1-phosphate receptor 2 (Homo sapiens), O95136 | S1P2-expressing cell line, agonist reporter read-out | activation, % at 4.5 µM | 97,000 compounds, 0.46% hits | AID 729, 2007; in the data active = activation above about 16%;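 note: 0% = vehicle low control and 100% = maximal reference agonist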
# Target sequence (O95136 whole entry, looked up): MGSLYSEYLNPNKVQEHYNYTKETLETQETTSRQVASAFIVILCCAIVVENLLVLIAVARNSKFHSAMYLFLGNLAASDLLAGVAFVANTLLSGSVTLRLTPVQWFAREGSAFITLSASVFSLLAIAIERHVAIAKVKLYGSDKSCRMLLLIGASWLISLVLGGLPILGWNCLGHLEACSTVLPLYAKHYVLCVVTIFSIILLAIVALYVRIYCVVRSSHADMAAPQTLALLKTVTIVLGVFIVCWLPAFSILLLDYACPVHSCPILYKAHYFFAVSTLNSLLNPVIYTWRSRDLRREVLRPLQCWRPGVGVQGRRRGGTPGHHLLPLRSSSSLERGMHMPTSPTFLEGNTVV
# S1P2 antag – human S1P2 receptor antagonists, primary screen, cell-based | cell-based S1P2 antagonist assay, inhibition at 5 uM | AID 736, 2007 | 97,000 compounds, 0.21% hits | inhibition, % at 5 µM | Sphingosine 1-phosphate receptor 2 (Homo sapiens), O95136; in the data active = inhibition above about 45%;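 note: CRE beta-lactamase reporter cells expressing human S1P2 stimulated with S1P; 0% = agonist at EC80 alone and 100% = agonist plus reference antagonist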
# PostGolgi yeast – phenotypic screen on post-Golgi transport, primary screen. 98,000 compounds, 0.9% hits. post-Golgi transport phenotypic cell assay. inhibition, % at 10 µM. AID 739, 2007;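 note: yeast cells grown in 1536-well plates; yeast grown about 18 h at 30C before absorbance read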
# Fibroblast inh – antiproliferative effect on LL 47 fibroblasts – human, LL 47 cells, CellTiter-Glo luminescence, primary screen. LL 47 human lung fibroblast viability, ATP luminescence; active compounds read low. viability, % at 10 µM. 85,000 compounds, 1.1% hits. AID 719, 2007;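 active = viability at or below 50% in the single dose screen; inactive = viability above 50%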;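 note: compound exposure lasted 72 h before the ATP readout; 100% = median luminescence of untreated cell-only wells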
#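 Material: Human LL 47 lung fibroblast cells | Input: 1,150 cells/well | Buffer or medium: IMEM plus 15% FBS | Compound dosing: 0.1% DMSO in all compound wells | Times: Overnight cell rest, 72 h compound treatment at 37 °C | Signal: CellTiter-Glo luminescence measuring cellular ATP | Measure: % viability versus median cells-only luminescence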
# PostGolgi ctrl – growth inhibition of yeast control strain, primary screen, counter-screen for post-Golgi transport modulator project | efflux-deficient yeast background strain, growth absorbance A615, 16 h | inhibition, % at 10 µM | 98,000 compounds, 5% hits | AID 738, 2007
# hDAT+cocaine – changed hDAT dopamine uptake under cocaine IC80, either direction, primary screen, cocaine antagonist project, cell-based, LLC-PK1 hDAT, [14C]-dopamine uptake, MLSMR | Sodium-dependent dopamine transporter (Homo sapiens), Q01959 | LLC-PK1 hDAT cells, [14C]-dopamine uptake with cocaine IC80; actives deviate in either direction | B-score at 10 µM | 110,000 compounds, 1.3% hits;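 active = Z score or B-score, a plate-position-corrected score, falls beyond the plate's 99.7% confidence bounds, in either direction; inactive = both scores lie inside the 99.7% bounds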;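 note: scored against the spread of the other compound wells on the same plate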
# Target sequence (Q01959 whole entry, looked up): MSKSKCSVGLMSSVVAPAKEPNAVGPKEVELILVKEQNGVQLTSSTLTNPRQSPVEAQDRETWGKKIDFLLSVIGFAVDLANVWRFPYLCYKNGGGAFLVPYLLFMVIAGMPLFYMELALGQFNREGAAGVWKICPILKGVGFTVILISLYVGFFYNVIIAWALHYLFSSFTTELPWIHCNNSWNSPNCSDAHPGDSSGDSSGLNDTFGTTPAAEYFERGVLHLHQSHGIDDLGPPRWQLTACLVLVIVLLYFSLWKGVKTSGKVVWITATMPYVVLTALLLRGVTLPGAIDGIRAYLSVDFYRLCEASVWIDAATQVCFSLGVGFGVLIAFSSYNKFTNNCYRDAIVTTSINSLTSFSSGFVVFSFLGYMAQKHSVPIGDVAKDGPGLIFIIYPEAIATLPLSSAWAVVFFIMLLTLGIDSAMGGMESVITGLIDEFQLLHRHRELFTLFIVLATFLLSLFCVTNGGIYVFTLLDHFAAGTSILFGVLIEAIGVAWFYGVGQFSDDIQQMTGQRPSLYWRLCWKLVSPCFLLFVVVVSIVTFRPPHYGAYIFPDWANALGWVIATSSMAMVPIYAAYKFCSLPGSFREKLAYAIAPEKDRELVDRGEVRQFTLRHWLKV
# H69AR inhibit – proliferation blockers of H69AR lung cancer cells, primary screen, cell-based, human, 86K library. H69AR lung tumor viability, ATP luminescence, 72 h; active compounds read low. viability, % at 10 µM. 85,000 compounds, 6% hits. AID 598, 2007;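 active = viability at or below 40%; inactive = viability above 40%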;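 note: multidrug resistant small cell line overexpressing MRP-1 efflux transporter; 100% = mean luminescence of untreated control wells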
# HUVEC prolif 384 – inhibitors of HUVEC proliferation, primary screen, cell-based, 384-well; 86,000 compounds, 1.1% hits; AID 648, 2007; viability, % at 10 µM (by protocol); CellTiter-Glo luminescence, 72 h; active compounds read low;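 active = viability at or below 30%; inactive = viability above 30%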;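 note: 100% = median luminescence of DMSO-only cell control wells on each plate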
# E coli WT exp – growth inhibitors of wild-type E. coli, primary screen, strain BW25113, expanded library, OD600. OD600 absorbance. AID 710, 2007. growth inhibition, % at 100 µM. 98,000 compounds, 0.15% hits;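 active = growth inhibition above about 50% at one test dose, limit read from the data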;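 note: growth measured after 20 h incubation at 37 °C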
# * = called active by the depositor; · = no result given. Cut-off read from the data, not from the text of the source, unless noted: active = inhibition above about 30%; inactive = the rest. Random draw from the library; 11% or so of the library scored in one or more.
no.	Molecule	Fibroblast inh	HUVEC prolif 384	hDAT+cocaine	E coli WT exp	PostGolgi yeast	PostGolgi ctrl	S1P2 antag	H69AR inhibit	S1P2 ag
1	c1cc(-n2cnnn2)ccc1NC1=NCCC1	99.6	84.6	-0.231	5.0	19.8	-2.5	-23.9	96.9	-7.6
2	Cc1cc(C)n2nc(SCC(=O)c3cc(C)n(-c4cc(C)on4)c3C)nc2n1	91.5	87.2	0.228	-4.0	-3.6	6.5	12.8	100.0	-5.8
3	CSc1ccc(NC(=O)NCCN2CCc3ccccc3C2)cc1	98.2	95.2	-0.416	19.0	-2.4	8.2	5.9	86.9	-5.1
4	O=C1c2ccccc2C(=O)c2c1cccc2N1CCN(Cc2ccccc2)CC1	·	·	1.81	-10.0	-8.1	17.7	0.7	·	-5.5
5	COc1ccc(-n2nc(C(=O)NCC(=O)NCC3CCCO3)c3ccccc3c2=O)c(OC)c1 (configuration not stated)	98.8	98.4	0.0538	1.0	13.0	2.6	-2.2	103.6	-3.0
6	CCOC(=O)C1CCN(S(=O)(=O)c2cc(Br)cc3c2N(C(C)=O)C(C)C3)CC1 (configuration not stated)	101.6	103.3	0.518	-1.0	-6.1	0.0	·	98.2	·
7	COc1ccc(C(=O)c2no[n+]([O-])c2C(=O)c2ccc(OC)cc2)cc1	·	·	-1.35	4.0	-19.2	8.1	14.5	·	-7.6
8	COCCN(C(=O)c1csnn1)C(C(=O)NC(C)(C)C)c1cccc(OC)c1 (configuration not stated)	100.8	102.6	-1.43	-6.0	-2.3	-10.1	2.7	83.8	-0.7
9	O=c1cc(-c2c(F)c(F)c(F)c(F)c2F)oc2c(F)c(F)c(F)c(F)c12	17.2*	1.6*	0.84	-1.0	54.0*	64.4*	·	1.0*	·
10	O=C(c1ccco1)N1CCN(C(c2cccs2)c2sc3ncnn3c2O)CC1 (configuration not stated)	97.9	102.9	-0.587	3.0	0.0	1.5	12.7	99.9	-3.4
11	COc1ccc(S(=O)(=O)Nc2ccc(NC(C)=O)cc2)cc1	96.3	96.9	-0.204	6.0	2.3	23.8	-38.5	97.2	-2.8
12	CCn1cc(Br)c(C(=O)NN)n1	·	·	-0.23	2.0	-4.2	-5.4	-7.7	·	-8.1
13	COc1ccccc1N1CCN(CCNC(=O)Nc2cccc(C)c2C)CC1	81.5	52.4	·	9.0	-9.3	4.2	·	67.5	·
14	O/N=C1\CCC\C1=C/c1ccco1	·	·	-0.882	-8.0	1.7	1.6	-5.4	·	-0.8
15	COc1ccc(NC(=O)C(NS(=O)(=O)c2ccc3c(c2)CCCN3C(C)=O)C(C)C)c(OC)c1 (configuration not stated)	100.1	91.3	-0.502	-6.0	9.4	-7.3	1.8	80.1	-5.4
16	CC(/C=C/C(=O)c1ccc(C)cc1)=C\c1ccccc1	·	·	·	-3.0	4.2	9.6	13.2	·	-2.2
17	CCC(=O)Nc1nnc(C)s1	102.0	92.7	-0.216	·	·	·	-22.0	98.0	-7.9
18	Cc1ccc(S(=O)(=O)NCCOCCNS(=O)(=O)c2ccc(C)cc2)cc1	103.2	100.8	-0.506	-1.0	6.2	-2.1	-0.2	63.6	-6.7
19	COc1ccc(C(=O)Nc2ccccc2)cc1S(=O)(=O)Nc1cc(C)on1	103.8	92.6	0.885	2.0	-8.7	14.4	3.0	103.8	-4.9
20	Cc1ccsc1/C=N/N1CCN(C2c3ccccc3-c3ccccc32)CC1	·	·	-0.0178	-22.0	6.7	1.6	-17.0	·	-3.5
21	Cn1c(COc2ccc(Cl)cc2)nnc1SCC(=O)NC1CCCCC1	103.2	104.6	0.123	·	·	·	-9.8	104.8	-12.0
22	Cc1[nH]n2c(=O)c3c(nc2c1-c1cccc2ccccc12)CCC3	94.7	80.3	0.382	4.0	-9.3	-0.6	-33.3	59.2	-4.6
23	N#Cc1nc(Cc2cccc3ccccc23)oc1NCc1ccc(F)cc1	79.6	84.0	0.859	4.0	-6.2	31.4*	-14.0	75.3	-5.3
24	Cc1occc1-c1nnc(SCC(=O)N(C)C)o1	104.8	96.2	-0.0496	3.0	-1.5	-4.7	-23.8	85.4	-4.1
25	N#Cc1nc(-c2cccs2)oc1NCc1ccc2c(c1)OCO2	94.5	98.0	0.145	-4.0	-2.3	12.9	15.6	81.2	-5.8

# Additional records.
no.	Molecule	Fibroblast inh	HUVEC prolif 384	hDAT+cocaine	E coli WT exp	PostGolgi yeast	PostGolgi ctrl	S1P2 antag	H69AR inhibit	S1P2 ag
26	CC1=C(C(=O)Nc2cccnc2)C(c2ccccn2)n2nnnc2N1 (configuration not stated)	102.2	99.2	0.0189	3.0	28.5	10.4	-0.9	85.7	-9.6
27	CCN(C(=O)Cn1c(=O)oc2ccccc21)C1CCS(=O)(=O)C1 (configuration not stated)	106.7	92.5	-1.02	5.0	-2.5	14.0	-26.2	82.6	1.3
28	Cc1cccnc1NC(=O)c1c(O)c2cccc3c2n(c1=O)CCC3	96.4	75.2	1.84	-3.0	7.3	21.7	·	2.8*	·
29	CCCCCn1c(CN2CCN(C(=O)c3ccco3)CC2)nc2c1c(=O)n(C)c(=O)n2C	95.0	105.2	0.0323	·	·	·	·	73.2	·
30	O=C(CSc1nc(-c2ccco2)cc(C(F)(F)F)n1)N1CCN(c2ccc(Cl)cc2)CC1	97.6	87.2	0.666	·	·	·	2.4	81.1	-5.3
31	CC1CCN(CCCNC(=O)C2CCN(S(=O)(=O)N3CCCCC3)CC2)CC1	106.3	95.4	-0.706	4.0	2.8	7.5	6.5	96.2	-5.1
32	OC1C2(Cc3ccccc3)CN3CCN(C2)CC1(Cc1ccccc1)C3 (configuration not stated)	107.6	103.6	0.358	3.0	-1.1	16.1	-32.2	94.0	-3.2
33	COc1ccc(-c2nnc(SCC(=O)c3ccc[nH]3)o2)cc1	·	·	0.728	-18.0	-5.7	-0.3	4.4	·	-2.3
34	Cc1csc(NC(=O)CN2C(=O)C3CC=CCC3C2=O)n1 (configuration not stated)	97.6	86.5	-0.0403	-3.0	2.4	10.7	3.9	100.0	-5.3
35	O=c1[nH]c2cc3c(cc2cc1CN(Cc1nnnn1C1CCCC1)C1CCCC1)OCCO3	83.6	78.0	0.793	2.0	1.7	0.9	7.9	80.6	-3.3
36	COc1ccc(C)cc1NC(=O)CN1CCN(CC(=O)Nc2ccccc2F)CC1	102.5	108.3	·	5.0	-3.9	11.0	13.1	77.0	-3.9
37	CCN(CC)CCCNC(=O)C1CCCN(c2nnc(N3CCCC3=O)s2)C1 (configuration not stated)	95.2	98.8	-1.12	3.0	-1.2	5.3	-10.7	90.7	-1.9
38	COC(=O)Cn1c2[n+](c3ccccc31)CC(O)CS2 (configuration not stated)	91.5	84.6	-0.332	·	·	·	0.1	103.7	-2.0
39	CC1Cc2ccccc2N1C(=O)c1cc2c(=O)n3ccccc3nc2n1C (configuration not stated)	92.2	52.2	0.137	-3.0	-4.0	13.9	18.6	12.8*	5.0
40	COc1ccc(C(C)=O)cc1COC(=O)c1cnc(C)cn1	92.8	90.2	1.17	-9.0	5.2	1.3	-10.7	100.7	-1.3
41	C=C(C)CSc1nnc(CCNC(=O)OC(C)(C)C)o1	87.0	89.3	-0.653	-5.0	8.5	5.9	-7.5	100.9	-10.5
42	Cc1cc(C)n(C(CC(=O)O)C(=O)O)n1 (configuration not stated)	105.7	94.0	0.449	·	·	·	·	93.3	·
43	CS(=O)(=O)N(CC(=O)NCc1ccc(Cl)cc1)C1CCCCC1	100.5	92.3	-1.07	·	·	·	-11.2	110.7	-1.2
44	Cc1ccc2nc(SCC(=O)NCc3ccco3)[nH]c2c1	·	·	·	1.0	19.2	-7.5	-1.1	·	-3.1
45	COc1ccc([N+](=O)[O-])cc1NCc1ccccc1C	·	·	-0.0788	1.0	-3.6	8.1	17.2	·	-7.1
46	COc1ccc(NC(=O)CN(C)C(=O)c2ccc(C)s2)cc1	100.5	94.6	0.244	6.0	12.1	4.0	9.5	93.0	-4.1
47	COc1ccc(S(=O)(=O)N(C)CC(=O)Nc2cccc(C(C)=O)c2)cc1Cl	93.0	92.4	0.222	-15.0	4.3	-3.8	-0.2	86.6	-4.4
48	CCOC(=O)c1c(C)nc2sc(C(=O)Nc3ccc(OC)cc3)c(N)c2c1-c1ccc(OC)cc1	·	·	-0.67	-8.0	-3.8	14.8	-6.8	·	-1.6
49	Cc1ccc(-n2nnnc2SCC(=O)c2cc(C)n(CC3CCCO3)c2C)cc1 (configuration not stated)	91.8	91.6	-0.595	·	·	·	·	87.5	·
50	Cc1ccc(C)c(Cc2c(C)nc3c(C(=O)N4CCOCC4)cnn3c2C)c1	103.5	97.6	-0.799	5.0	-4.9	3.9	-0.6	91.0	-10.4

# Continued, starting with the last 2 of the part before.
no.	Molecule	Fibroblast inh	HUVEC prolif 384	hDAT+cocaine	E coli WT exp	PostGolgi yeast	PostGolgi ctrl	S1P2 antag	H69AR inhibit	S1P2 ag
49	Cc1ccc(-n2nnnc2SCC(=O)c2cc(C)n(CC3CCCO3)c2C)cc1 (configuration not stated)	91.8	91.6	-0.595	·	·	·	·	87.5	·
50	Cc1ccc(C)c(Cc2c(C)nc3c(C(=O)N4CCOCC4)cnn3c2C)c1	103.5	97.6	-0.799	5.0	-4.9	3.9	-0.6	91.0	-10.4
51	CCCC(=O)N(CCN(Cc1ccccc1)C(=O)CCC)Cc1ccccc1	·	·	-0.0685	11.0	-3.6	17.3	8.5	·	-1.7
52	CCn1c(=O)cc(SCC(=O)NCc2ccc3c(c2)OCO3)c2ccccc21	94.9	88.3	-0.0786	4.0	-3.3	-2.7	3.7	84.4	-5.2
53	O=C(NCc1ccco1)c1nc2c(nnn2Cc2ccccc2Cl)c(=O)[nH]1	30.8*	14.2*	1.67	·	·	·	-5.4	24.9*	-0.9
54	O=C(c1ccccc1)n1c(=S)nc2ccccn21	96.4	76.3	-1.03	·	·	·	·	62.3	·
55	CCOC(=O)CCC(=O)N1CCOCCOCCOCC1	109.0	99.9	-0.256	1.0	5.9	0.1	-2.8	100.6	-4.5
56	Cc1ccc(CNC(=O)C(C)OC(=O)c2cccs2)cc1 (configuration not stated)	97.2	103.1	-0.328	-1.0	4.3	15.9	18.1	96.5	-7.2
57	Cc1ccc(NC2=Nc3ccccc3N3C2=Nc2c(c(C)nn2-c2ccccc2)C3c2ccc(O)c(O)c2)cc1 (configuration not stated)	36.8*	15.4*	·	-5.0	-6.4	11.5	76.6*	16.1*	-8.7
58	Cc1ccc(S(=O)(=O)N2CCN(C(=O)c3cc4c(C)nn(-c5ccccc5C)c4s3)CC2)cc1	96.4	87.8	0.537	-8.0	4.4	5.6	6.8	73.5	-7.8
59	O=C1CN(C(=O)CN2CCOCC2)C(c2ccccc2)c2cc(Br)ccc2N1 (configuration not stated)	91.0	87.7	-0.725	4.0	-2.0	3.3	7.0	87.5	-6.5
60	Cc1ccc(C(=O)N(c2ccccn2)C(C)c2ccco2)cc1C (configuration not stated)	·	·	-1.06	7.0	11.5	0.3	7.1	·	-8.6
61	CCOC(=O)C1C(=O)OC(C)(C)C1C(C)C(=O)c1ccc(C)cc1 (configuration not stated)	104.5	85.0	-0.925	-2.0	-7.2	11.4	-4.5	77.0	-7.0
62	O=C1/C(=C/c2cccc(F)c2)CSc2sccc21	94.2	99.5	-0.786	19.0	0.3	9.8	2.3	92.5	-3.2
